ROC1-CUL1 inh = inhibitors of human ROC1-CUL1 ubiquitin ligase activity; inhibition, % at 10 µM; in vitro K48 di-Ub FRET, acceptor:donor ratio, 45 min; 140,000 tested, 0.6% active; AID 1347404; in the data active = inhibition above about 25%
Target sequence (P62877 whole entry, looked up): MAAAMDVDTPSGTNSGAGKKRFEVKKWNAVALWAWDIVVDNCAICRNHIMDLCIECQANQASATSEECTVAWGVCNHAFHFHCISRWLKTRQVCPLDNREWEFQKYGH
Target sequence (Q13616 whole entry, looked up): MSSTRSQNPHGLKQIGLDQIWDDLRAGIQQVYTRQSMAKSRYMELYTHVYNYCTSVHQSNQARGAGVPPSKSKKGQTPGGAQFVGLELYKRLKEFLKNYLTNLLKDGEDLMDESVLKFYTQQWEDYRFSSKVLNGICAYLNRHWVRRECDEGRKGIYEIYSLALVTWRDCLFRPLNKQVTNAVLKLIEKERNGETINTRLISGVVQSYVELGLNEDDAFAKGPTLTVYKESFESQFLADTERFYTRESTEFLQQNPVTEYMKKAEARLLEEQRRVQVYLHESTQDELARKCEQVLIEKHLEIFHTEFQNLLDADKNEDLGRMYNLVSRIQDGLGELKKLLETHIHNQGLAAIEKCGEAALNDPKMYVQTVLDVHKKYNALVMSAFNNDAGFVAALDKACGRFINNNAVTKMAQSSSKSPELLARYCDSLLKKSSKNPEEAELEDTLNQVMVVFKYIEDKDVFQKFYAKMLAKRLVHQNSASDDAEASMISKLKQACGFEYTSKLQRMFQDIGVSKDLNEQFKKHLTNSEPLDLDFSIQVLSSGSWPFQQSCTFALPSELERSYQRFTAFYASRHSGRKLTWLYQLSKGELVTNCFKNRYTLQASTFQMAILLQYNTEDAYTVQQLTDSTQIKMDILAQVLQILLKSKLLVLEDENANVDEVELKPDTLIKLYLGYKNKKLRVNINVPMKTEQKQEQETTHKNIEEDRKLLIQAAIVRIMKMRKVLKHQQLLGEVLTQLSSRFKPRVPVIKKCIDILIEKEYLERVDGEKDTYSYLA
* marks the source's active call; other numbers are inactive results.

ROC1-CUL1 inh,Compound
3,O=C(CC1Sc2ccccc2NC1=O)Nc1ccc(O)c(Cl)c1 (configuration not stated)
-4,N#CCSc1nc2ccccc2[nH]1
6,C=C(C)C1CC=C(C)/C(=N/NC(=O)C(c2ccccc2)c2ccccc2)C1 (configuration not stated)
-8,Cc1cccc(-n2c3c(cc(-c4nc(-c5ccc(Cl)cc5)cs4)c2=O)C(=O)CC(C)(C)C3)c1
1,CC(=O)c1ccc(S(=O)(=O)Nc2cccc(-c3ccc(N4CCCC4)nn3)c2)cc1
10,CCN1N=C(C)Cn2c1nc1c2c(=O)n(Cc2ccccc2)c(=O)n1C
8,CCC(O)(CCN1CCCCC1)c1ccccc1 (configuration not stated)
-10,CCCSc1nc2sc(C)c(-c3ccccc3)c2c(=O)[nH]1
1,COCCN1CCN(C(=O)CN2Cc3cc(C)ccc3OC(c3ccsc3)C2)CC1 (configuration not stated)
-6,COc1ccc(-c2cc(C(F)F)n3ncc(C(=O)N4CCN(C5C6CC7CC(C6)CC5C7)CC4)c3n2)cc1 (configuration not stated)
1,O=C1c2cccc([N+](=O)[O-])c2C(=O)N1c1ccc(S(=O)(=O)c2ccc(N3C(=O)c4cccc([N+](=O)[O-])c4C3=O)cc2)cc1
0,CCCc1cc(C(=O)Nc2ccc(OC)cc2OC)n(C)n1
4,CCc1ccc(C(=O)c2cn(CC(=O)NCc3ccc(C)cc3)c3nc(C)ccc3c2=O)cc1
-1,COc1ccc(C2NC(=O)N(C)C3=C2C(=O)N(c2ccc(C(=O)O)cc2)C3)cc1 (configuration not stated)
-7,CC(=O)c1ccc(NC(=O)C(C)Oc2ccc(C)cc2)cc1 (configuration not stated)
8,Cc1cc(C(=O)NCCc2ccc(Cl)cc2)c2c(C)nn(-c3cccc(F)c3)c2n1

Structures listed so far that have an NH in an aromatic ring, in the order listed:
ROC1-CUL1 inh,Compound
-4,N#CCSc1nc2ccccc2[nH]1
-10,CCCSc1nc2sc(C)c(-c3ccccc3)c2c(=O)[nH]1

Other records.
ROC1-CUL1 inh,Compound
11,O=C(c1cc(COc2cccc3cnccc23)on1)N1CCC(c2ccncc2)CC1
-2,C=CCC(O)(CC=C)CNC1CCN(c2cccc(NC(=O)CC3CCCC3)c2)CC1
-11,O=C(CN1C2=NCCCN2c2ccccc21)c1ccc(Br)s1
-2,Cc1ncsc1CCCNC(=O)CC1C(=O)NCCN1CC(C)C (configuration not stated)
-1,Cc1nc2c(nnn2Cc2ccccc2Cl)c(=O)[nH]1
-3,Cc1ccc(NC(=O)Cn2c(=O)n(Cc3ccccc3)c(=O)c3c2c2cc(C)ccc2n3C)cc1
-2,CCC(=O)N1CCc2cc(S(=O)(=O)NCCC(=O)NCc3ccccc3Cl)ccc21
-8,O=C(Nc1cc(Cl)ccc1Cl)c1cc2nc(-c3ccc4c(c3)OCO4)cc(C(F)(F)F)n2n1
-2,Clc1ccc(-c2nnc(-c3ccccc3)c(-c3c[nH]c4ccccc34)n2)cc1
8,Cc1cccnc1Cn1ccc(-c2ccc(CN3CCC(F)CC3)s2)n1
-1,CCCCC(=O)NNC(=S)NC(=O)c1ccc(C)cc1
-3,COC(=O)CSc1nnc(CSc2nc(C)cc(C)n2)n1-c1ccc(OC)cc1
-7,COc1cc(-c2[nH]nc3c2C(c2cccc(OC(=O)N4CCOCC4)c2)C(C#N)C(=N)O3)cc(OC)c1OC (configuration not stated)
-6,O=C1SCC(c2ccc(F)cc2)=NN1Cc1ccccc1
9,CCN1C(=O)C(CC(=O)Nc2cc(Cl)ccc2C)SC1=Nc1nccs1 (configuration not stated)
1,CC(=O)C1Sc2nnc(-c3ccccc3)n2N=C1C (configuration not stated)
-11,Cc1ccc(C(=O)OCC(=O)c2ccc(OS(=O)(=O)c3ccc(C)cc3)cc2)cc1
0,COc1ccc(CCNC(=O)c2ccc(Cn3c(=O)c4ccccc4n(Cc4cccc(F)c4)c3=O)cc2)cc1OC
1,O=C(O)Cn1cc(Cl)cc(Cl)c1=O
4,O=C(Nc1ccc2oc(-c3ccc(Br)cc3)nc2c1)c1cc2ccccc2o1
7,COc1cccc(C(=O)N(Cc2cccnc2)c2nc3c(OC)ccc(C)c3s2)c1OC
3,Cc1noc(Cn2c(=O)c3ccccc3n(CC(=O)Nc3ccc(Cl)cc3)c2=O)n1
-6,Cc1ccc(NC(=O)/C=C\c2cnn(C)c2)c(C)c1
4,C=CCNc1nnc(SC2CC(=O)N(c3ccc(OC)cc3)C2=O)s1 (configuration not stated)

25 consecutive entries already listed, quoted:
ROC1-CUL1 inh,Compound
8,Cc1cc(C(=O)NCCc2ccc(Cl)cc2)c2c(C)nn(-c3cccc(F)c3)c2n1
11,O=C(c1cc(COc2cccc3cnccc23)on1)N1CCC(c2ccncc2)CC1
-2,C=CCC(O)(CC=C)CNC1CCN(c2cccc(NC(=O)CC3CCCC3)c2)CC1
-11,O=C(CN1C2=NCCCN2c2ccccc21)c1ccc(Br)s1
-2,Cc1ncsc1CCCNC(=O)CC1C(=O)NCCN1CC(C)C (configuration not stated)
-1,Cc1nc2c(nnn2Cc2ccccc2Cl)c(=O)[nH]1
-3,Cc1ccc(NC(=O)Cn2c(=O)n(Cc3ccccc3)c(=O)c3c2c2cc(C)ccc2n3C)cc1
-2,CCC(=O)N1CCc2cc(S(=O)(=O)NCCC(=O)NCc3ccccc3Cl)ccc21
-8,O=C(Nc1cc(Cl)ccc1Cl)c1cc2nc(-c3ccc4c(c3)OCO4)cc(C(F)(F)F)n2n1
-2,Clc1ccc(-c2nnc(-c3ccccc3)c(-c3c[nH]c4ccccc34)n2)cc1
8,Cc1cccnc1Cn1ccc(-c2ccc(CN3CCC(F)CC3)s2)n1
-1,CCCCC(=O)NNC(=S)NC(=O)c1ccc(C)cc1
-3,COC(=O)CSc1nnc(CSc2nc(C)cc(C)n2)n1-c1ccc(OC)cc1
-7,COc1cc(-c2[nH]nc3c2C(c2cccc(OC(=O)N4CCOCC4)c2)C(C#N)C(=N)O3)cc(OC)c1OC (configuration not stated)
-6,O=C1SCC(c2ccc(F)cc2)=NN1Cc1ccccc1
9,CCN1C(=O)C(CC(=O)Nc2cc(Cl)ccc2C)SC1=Nc1nccs1 (configuration not stated)
1,CC(=O)C1Sc2nnc(-c3ccccc3)n2N=C1C (configuration not stated)
-11,Cc1ccc(C(=O)OCC(=O)c2ccc(OS(=O)(=O)c3ccc(C)cc3)cc2)cc1
0,COc1ccc(CCNC(=O)c2ccc(Cn3c(=O)c4ccccc4n(Cc4cccc(F)c4)c3=O)cc2)cc1OC
1,O=C(O)Cn1cc(Cl)cc(Cl)c1=O
4,O=C(Nc1ccc2oc(-c3ccc(Br)cc3)nc2c1)c1cc2ccccc2o1
7,COc1cccc(C(=O)N(Cc2cccnc2)c2nc3c(OC)ccc(C)c3s2)c1OC
3,Cc1noc(Cn2c(=O)c3ccccc3n(CC(=O)Nc3ccc(Cl)cc3)c2=O)n1
-6,Cc1ccc(NC(=O)/C=C\c2cnn(C)c2)c(C)c1
4,C=CCNc1nnc(SC2CC(=O)N(c3ccc(OC)cc3)C2=O)s1 (configuration not stated)

Additional records:
ROC1-CUL1 inh,Compound
-2,COc1ccccc1OCC(=O)N1CCc2onc(-c3ccccc3F)c2C1
12,Cc1ccccc1CS(=O)(=O)N(C)Cc1ccccc1
-1,CCc1sc(CC)c2c1C(=O)c1c(CC)sc(CC)c1-2
2,CC1(C)N=C(SCc2ccc(F)cc2)c2ccccc2N1
-13,C=CCSc1nc(SCC=C)c2c3c(sc2n1)CCC3
9,CCNS(=O)(=O)c1cc(S(C)(=O)=O)ccc1Cl
0,Cc1ccccc1C1C(/C=N/NC(=O)CSc2nc3ccccc3s2)=C(c2ccccc2)Oc2ccccc21 (configuration not stated)
7,COc1ccccc1Nc1nc(-c2ccccc2)c(CC(=O)O)s1
-10,COc1cccc(CNC(=O)c2ccc(Cn3c(SCc4ccccc4)nc4cccnc43)cc2)c1
9,CC1C(=NC(NC(=O)c2ccccc2)C(Cl)(Cl)Cl)C(=O)N(c2ccccc2)N1C (configuration not stated)
-2,O=C1NC(=O)N(c2cccc(Cl)c2)C(=O)C1C=Nc1ccc(S(=O)(=O)Nc2ccc(Cl)cc2)cc1 (configuration not stated)
-4,CCOC(=O)c1ccc(NC(=O)C(C)SC2=NC(=O)CC(=N)N2CCc2ccccc2)cc1 (configuration not stated)
10,Cc1cc(C)c(S(=O)(=O)N2CCCCC2)cc1S(=O)(=O)N1CCCCC1
-1,Cc1cc(Br)ccc1NC(=O)C1(S(=O)(=O)c2ccc(Cl)cc2)CC1
-2,Cc1nonc1CC(=O)N1CCC(CCC(=O)N2CCN(c3ccccc3)CC2)CC1
-4,CCCCNC(=O)CSc1nc2ccccc2nc1Cc1ccc(C)cc1
-4,FC(F)Oc1ccc(C2CC(c3ccc(Cl)cc3)=Nc3ccccc3S2)cc1 (configuration not stated)
-2,CNCCCC1Sc2ccccc2Oc2ccccc21 (configuration not stated)
-2,CCN(C1=C(Cl)C(=O)N(c2cccc(Cl)c2)C1=O)c1ccccc1
0,Cc1cccc(-c2nc(CSc3nncn4c3cc3oc(C)cc34)c(C)o2)c1
11,Cc1nc2cc(NC(=O)N3CCCC3)ccc2n1C
0,COc1ccc(-c2nc(C(=O)Nc3ccc(C(C)=O)cc3)nn2-c2cccc(Cl)c2)cc1
-3,CC(C)(C)c1ccc2occ(CC(N)=O)c2c1
0,CCCS(=O)(=O)N1CCC(C2CCN(Cc3cccnc3)CC2)C1 (configuration not stated)
-1,Cc1ccc(-c2noc(CNC(=O)c3ccc(C)c(Cl)c3)n2)cc1
2,COc1ccc(Br)cc1C1c2c(n[nH]c2-c2ccc3c(c2)OCO3)OC(=N)C1C#N (configuration not stated)
-2,Cc1c(NC(=O)Cc2ccccc2)cccc1-c1nc2cccnc2s1
8,O=C(O)CCC(=O)Nc1sc2c(c1C(=O)Nc1ccccc1)CCCCC2
2,Cc1cc(C)c(NC(=S)NC(=O)C(C)C)c(C)c1
8,Cc1ccc(S(=O)(=O)CC(=O)Nc2ccc(Cl)cn2)cc1
-11,CC1=NC(=O)CC(c2c(Cl)cccc2Cl)C1C(=O)OC1CCCC1 (configuration not stated)
-4,N#CCc1ccccc1C(=O)NCCOc1ccccc1
-5,O=C(c1ccc(NS(=O)(=O)c2cccc(Cl)c2)cc1)N1CCCCCC1
-2,Cc1sc2nc(CC(N)=O)[nH]c(=O)c2c1-c1ccccc1
-5,O=C(CN1CCN(c2ccc(F)cc2)CC1)N1CCc2ccccc21
8,CCOC(=O)N1CCc2c(sc3c2c(=O)n(-c2ccc(CC)cc2)c(=O)n3CC(=O)Nc2ccc(C)cc2)C1
1,COc1ccc(CNC(=O)c2ccc3c(c2)nc2n3CCC(C)C2)c(OC)c1 (configuration not stated)
-2,Cc1cc(C(=O)N/N=C2\CC(=O)CC(C)(C)C2)n[nH]1
2,O=C(CSc1ncnc2sc3c(c12)CCCC3)Nc1ccc(Cl)c(C(F)(F)F)c1
2,Cc1cccc(C)c1NC1=NC(=S)N(N(C)c2ccccc2)C1(C)C
2,Cc1cc(C=C2C(=O)c3ccccc3C2=O)c(C)n1-c1ccc2c(c1)OCO2
-4,COc1ccc(CNC(=O)CN2C(=O)CSc3ccc(S(=O)(=O)N4CCCC4)cc32)cc1
-3,CCOC(=O)CNc1nc(Oc2ccc(=O)n(C)n2)nc(N(CC)CC)n1
-2,Cc1ccc(-n2c(CCn3cnc(-c4ccccc4)c3-c3ccccc3)n[nH]c2=S)cc1
25,Cc1ccc(-c2csc3[nH]c(=S)n(-c4ccccc4)c(=O)c23)o1
1,CCCSc1nc2sc3c(c2c(=O)n1-c1ccc(C)cc1)CCCCC3
-6,CSc1cccc(NC(=O)c2cnn(-c3ccc(F)cc3)c2-n2cccc2)c1
-7,COc1ccc(OC)c(CCNC(=O)c2cc3cccc4c3n2CCS4)c1
4,COc1ccc(C)cc1NC(=O)CN1C(=O)COc2ccc(S(=O)(=O)N3CCC(C)CC3)cc21
-9,C=CCNCCCCOc1ccccc1C(C)C
-4,Cc1ccc(-n2[nH]c(=O)c(C=C3C=Nc4ccccc43)c2O)cc1Cl
-5,CCOc1ccc(N=C2S/C(=C\c3cc(OC)c(OC)cc3Cl)C(=O)N2CC)cc1
-5,Cc1cc(Cl)c(S(=O)(=O)Nc2cccc(O)c2)cc1OCC(N)=O
0,Cc1cccc(N2C(=O)/C(=C/c3cccn3-c3cccc(C(F)(F)F)c3)C(=O)NC2=S)c1
7,CCOc1ccc(C(=O)c2cnc3ccc(Cl)cc3c2S(=O)(=O)c2ccc(C)cc2)cc1
5,COc1ccc(-c2nc3ccccc3o2)cc1NC(=O)c1ccc(-c2ccc(C)c(Cl)c2)o1

Reformatted: entries from further up.
Molecule | ROC1-CUL1 inh
Cc1ccc(C(=O)OCC(=O)c2ccc(OS(=O)(=O)c3ccc(C)cc3)cc2)cc1 | -11
COc1ccc(CCNC(=O)c2ccc(Cn3c(=O)c4ccccc4n(Cc4cccc(F)c4)c3=O)cc2)cc1OC | 0

More records follow.
ROC1-CUL1 inh,Compound
-3,O=C(CCNS(=O)(=O)c1ccc2c(c1)CCN2C(=O)C1CC1)Nc1ccc(F)cc1F
-7,COc1ccc(CC2(CCC(=O)NCCCn3nnc4ccccc43)CCC(=O)N2)c(F)c1 (configuration not stated)
-7,C=CCN(C)C1CC(=O)N(c2ccc(C)c(Cl)c2)C1=O (configuration not stated)
0,Cc1ccc(C)c(N2CCN(C(=O)c3nn(C)c4c3CS(=O)(=O)c3ccccc3-4)CC2)c1
1,Cc1ccc(Nc2nc3ccccc3c3nncn23)c(Cl)c1

Screens as filed in PubChem BioAssay.

A portion of the library (hit frequency here may not be typical).
